CHRM1 PAM – human CHRM1 positive allosteric modulation; activation, % at 3 µM; P11229; actives 0.088% (n = 360,000); CHO-K1 hM1, Fluo-8 calcium fluorescence, ACh EC20; 0% = ACh EC20, 100% = maximal ACh; in the data active = activation above about 19%, passing the limit was not always enough
V1aR counter – activates human V1a receptor in oxytocin agonist counter-screen. CHO-V1R cells, Fluo-8 calcium fluorescence, agonist mode; 0% DMSO, 100% 3 nM vasopressin. activation, % at 3 µM. actives 0.25% (n = 320,000). P37288;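 active = activation above the mean activation of all tested compounds plus 3 SD, per screening run, cut at about 20% in these data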;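 note: signal is peak over basal fluorescence ratio across a 100 second FLIPR read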
Target sequence (P37288 whole entry, looked up): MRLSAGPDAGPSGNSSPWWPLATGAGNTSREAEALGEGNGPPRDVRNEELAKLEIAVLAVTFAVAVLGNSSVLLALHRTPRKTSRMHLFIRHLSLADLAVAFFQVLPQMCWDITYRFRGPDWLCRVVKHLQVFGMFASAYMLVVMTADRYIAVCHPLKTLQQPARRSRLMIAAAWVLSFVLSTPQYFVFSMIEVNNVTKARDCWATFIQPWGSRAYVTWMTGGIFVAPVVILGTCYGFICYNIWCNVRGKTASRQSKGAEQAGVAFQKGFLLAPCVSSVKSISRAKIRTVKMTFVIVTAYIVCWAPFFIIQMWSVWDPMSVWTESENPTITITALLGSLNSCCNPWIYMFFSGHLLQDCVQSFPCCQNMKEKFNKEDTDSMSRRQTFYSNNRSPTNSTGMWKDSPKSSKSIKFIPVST
TAAR1 agonist – agonists of human TAAR1 | AID 624467 | CHO RD-HGA16 TAAR1, Fluo-8 calcium fluorescence; vehicle wells 0%, saturating PEA agonist 100% | activation, % at 3 µM | Q96RJ0 | actives 0.99% (n = 360,000);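 active = activation above the mean activation of all test compounds in the run plus 3 SD, cut at about 38% in these data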
Target sequence (Q96RJ0 whole entry, looked up): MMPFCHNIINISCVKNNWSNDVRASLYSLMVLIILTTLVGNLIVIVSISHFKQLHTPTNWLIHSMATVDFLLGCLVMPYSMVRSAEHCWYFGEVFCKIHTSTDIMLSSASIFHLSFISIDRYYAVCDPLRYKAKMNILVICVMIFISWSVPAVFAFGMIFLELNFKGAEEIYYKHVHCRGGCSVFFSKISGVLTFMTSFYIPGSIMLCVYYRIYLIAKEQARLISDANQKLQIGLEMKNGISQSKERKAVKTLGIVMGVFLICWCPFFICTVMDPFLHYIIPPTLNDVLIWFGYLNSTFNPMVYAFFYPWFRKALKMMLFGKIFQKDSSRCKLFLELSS
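System: CHO RD-HGA16 cells carrying human TAAR1 plus Gα16; Incubation: 17-24 h seeding, 75 min 37 °C dye, 30 min RT; Measured by: Fluo-8 fluorescence, 5 s baseline then 140 s kinetic read; Control set: DMSO and PEA EC100; Replication: single well for each compound.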
CHRM1 antagonist – human CHRM1 antagonism; P11229; inhibition, % at 3 µM; actives 1.3% (n = 360,000); CHO-K1 hM1, Fluo-8 calcium fluorescence, ACh EC80 antagonist;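 active = percent inhibition above its own plate's cutoff, namely the mean of that plate's compound wells plus 3 SD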;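 note: peak over basal fluorescence ratio during 140 s after agonist addition; 0% = ACh EC80 plus DMSO and 100% = DMSO alone without agonist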
OXTR potentiator – potentiates the human oxytocin receptor response. AID 2445. activation, % at 3 µM. P30559. CHO-OTR cells, Fluo-8 calcium fluorescence, potentiator mode; 0% = oxytocin EC15, 100% = EC100. actives 0.061% (n = 320,000);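 active = activation above that plate's cutoff, the mean activation of tested compounds plus 3 SD, cut at about 6.6% in these data, passing the limit was not always enough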;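 note: 100% uses oxytocin at 75 nM as the full agonist control; some results filed as inactive read as strong as hits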
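Replication – single well per compound, singlicate · Assay system – CHO cell line stably expressing human OTR · Timing – 6 min pre-incubation, 100 s read · Measure – normalized max/min fluorescence ratio, % activation · Doses – 3.0 µM, one dose · Detection – Fluo-8 calcium dye fluorescence · Probe or stimulus – oxytocin near EC15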
OXTR agonist – human OXTR agonism | actives 0.32% (n = 320,000) | AID 2435 | activation, % at 3 µM | CHO-OTR cells, Fluo-8 calcium fluorescence; normalized: DMSO 0%, oxytocin 100% | P30559;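 active = activation above the mean of all tested compounds plus 3 SD, cutoff set per screening run, cut at about 20% in these data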;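 note: peak over basal fluorescence ratio from a 100 s FLIPR kinetic read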
CHRM1 agonist – human M1 muscarinic receptor agonism. P11229. CHO-K1 hM1, Fluo-8 calcium fluorescence, agonist mode; 0% DMSO, 100% acetylcholine EC100. activation, % at 3 µM. actives 0.33% (n = 360,000). AID 588814;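 active = activation above the run's mean compound activation plus 3 SD, cut at about 16% in these data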;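 note: peak over basal fluorescence ratio within a 140 s kinetic read after compound addition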
CHO parental Ca – signal in parental CHO cells, OX1R antagonist counter-screen; parental CHO-K1, ATP-induced calcium, Fluo-8 fluorescence; inhibition, % at 5.6 µM; actives 0.63% (n = 330,000); AID 463079;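 active = inhibition above that plate's mean sample inhibition plus 3 SD, cut at about 26% in these data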;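 note: 0% = ATP-challenged DMSO wells and 100% = DMSO wells without ATP; some compounds past the cut are filed as inactive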
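Measured by: calcium-sensitive Fluo-8 fluorescence / Test system: CHO parental line / Controls: ATP-challenged DMSO wells low, unchallenged DMSO wells high / Measure: % inhibition / Compound: single nominal dose of 5.6 µM per compound / Replicates: single well per compound, no replicates / Reagent: ATP as calcium-mobilizing challenge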
TAAR1 antag – human TAAR1 antagonism | inhibition, % at 3 µM | actives 1.5% (n = 360,000) | CHO RD-HGA16 TAAR1, Fluo-8 calcium fluorescence, antagonist;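 active = inhibition above a per-plate cutoff, the mean inhibition of test compounds on that plate plus 3 SD, cut at about 49% in these data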;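 note: 0% = DMSO plus EC80 beta-PEA response and 100% = DMSO alone without agonist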
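Material: CHO RD-HGA16 cells bearing hTAAR1; compound dosing: one-point dosing, 3 µM nominal final; schedule: dye loading 75 min at 37 °C, then 30 min room temperature; measured by: calcium fluorescence with Fluo-8; control set: vehicle and agonist controls; replication: n of 1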
* = called active by the depositor; nt = not tested or not shown.

Each structure is followed by: CHRM1 PAM | V1aR counter | TAAR1 agonist | CHRM1 antagonist | OXTR potentiator | OXTR agonist | CHRM1 agonist | CHO parental Ca | TAAR1 antag
- Cn1c(=O)oc2cc(S(=O)(=O)CCC(=O)Nc3ccccc3)ccc21
  2 | 0.5 | 2 | 1 | -5 | 0.4 | -2 | -9 | -2
- CCC(=C(c1ccc(O)cc1)c1ccc(OCCN(C)C)cc1)c1ccccc1
  3 | nt | 1 | -8 | nt | nt | -3 | nt | -9
- CCN(CC(=O)NCc1ccc(Cl)cc1)C(=O)/C=C/c1cc(OC)c(OC)c(OC)c1
  11 | 1.1 | -3 | -11 | -1 | 0.6 | -7 | -17 | 3
- CC(=O)NC(CC(C)C)C(=O)NC(CO)C(=O)NC(CCC(=O)O)C(=O)NC(C)C(=O)NC(CC(C)C)C(N)=O (stereo not drawn)
  -4 | 0.0 | 3 | 9 | -5 | 0.5 | -4 | -14 | -6
- OC1CCCN(C(=S)NCc2ccccc2)C1 (stereo not drawn)
  12 | 2.9 | 1 | -15 | -13 | -0.7 | -4 | -6 | 2
- CCCOc1cccc(C(=O)NCCNC(=O)c2ccc(C)nc2)c1
  -1 | 0.8 | 7 | 1 | -6 | 6.2 | 1 | -15 | 8
- Cc1cccc(C)c1NC(=O)CN(C)C(=O)COc1cccc2c1OC(C)(C)C2
  5 | 0.0 | 0 | -9 | 1 | -0.7 | -2 | -21 | -19
- Nc1c(-c2ccccc2)nnn1Cc1ccccc1
  4 | 0.2 | 6 | -11 | -9 | -0.7 | -1 | -8 | -20
- CCSc1nnc(C)n1-c1ccc(C(=O)O)cc1
  4 | 0.0 | 15 | -1 | -13 | 0.1 | -2 | -6 | -8
- O=C(O)c1cccc(-n2cnnn2)c1
  4 | 1.1 | 7 | 0 | -2 | 1.3 | 0 | -5 | 4
- O=C1C(Cl)=C(N2CCN(c3ccccc3[N+](=O)[O-])CC2)C(=O)c2ccccc21
  -2 | 0.6 | 4 | 15 | -7 | -0.1 | -5 | -15 | 10
- COc1ccc(-c2csc(NC(=O)COC(=O)C3=COCCO3)n2)cc1
  5 | 1.1 | 12 | 2 | -16 | 1.1 | 5 | -18 | 14
- O=C(COc1ccc(Cl)cc1)N1CCN(c2ccc([N+](=O)[O-])c(N3CCOCC3)c2)CC1
  -6 | 5.2 | 5 | 12 | -16 | 4.3 | -5 | -13 | -1
- CC(C)OC(=O)c1c(NC(=O)c2cnn3c2NC(c2ccccc2)CC3C(F)F)sc2c1CCCC2 (stereo not drawn)
  nt | 0.4 | nt | nt | 0 | 0.5 | nt | 0 | nt
- CCCNC(=O)CN(c1cccc(F)c1)S(C)(=O)=O
  8 | 0.3 | -1 | -14 | -4 | 0.8 | -7 | -1 | 0
- c1csc(-c2ncc3ccccn23)c1
  17 | -0.2 | 6 | -43 | 0 | -1.8 | 1 | -15 | -10
- COc1ccc(CCC(=O)Nc2ccc(S(=O)(=O)Nc3ncccn3)cc2)cc1
  11 | 0.4 | 2 | -15 | 0 | 0.6 | -1 | -9 | 0
- Cc1c(C(=O)NC2CC2)oc2ccc(S(=O)(=O)N3CCCCCC3)cc12
  -1 | 5.5 | 13 | -1 | -22 | 3.1 | 8 | 3 | 14
- O=C1c2ccccc2C(=O)N1CCc1csc(-c2cccc(F)c2)n1
  -4 | -1.9 | 9 | -1 | 6 | -1.2 | -6 | -16 | 15
- CCC(C(=O)N1CCOCC1)n1nc(C)n2c(cc3cc(C)ccc32)c1=O (stereo not drawn)
  9 | 0.7 | -1 | -14 | -1 | -0.6 | -2 | -28 | -26
- CCN(CC(=O)NCc1cccs1)S(=O)(=O)c1cc(NC(C)=O)ccc1OC
  0 | 0.8 | 4 | 10 | -5 | 0.2 | -2 | -7 | -16
- CCCNc1nc(C)cc(-c2cc(-c3ccccc3)on2)n1
  7 | -0.3 | 0 | -3 | -10 | -2.2 | -5 | -32 | 11
- COCc1ccccc1Cn1cnc2c1c(=O)n(C)c(=O)n2C
  10 | 4.5 | 3 | -14 | -9 | 2.9 | -1 | -8 | 0
- O=S(=O)(NCCc1csc(-c2ccccc2)n1)c1ccc2c(c1)OCCO2
  2 | 7.3 | 94* | -4 | -17 | 5.7 | -1 | -14 | 34
- Oc1c(Br)cc(/C=N/Nc2ccc(Cl)nn2)cc1Br
  1 | -0.3 | 16 | 5 | -6 | -0.5 | -2 | -12 | -32
- O=C(O)c1cccn2c(=O)c3ccccc3nc12
  1 | 0.3 | 2 | 2 | -1 | 0.9 | -3 | -2 | -4
- Cc1ccc(-n2ncc(C(=O)NCC3CCN(C4CCCC4)C3)c2C2CCN(C(=O)OC(C)(C)C)CC2)cc1 (stereo not drawn)
  9 | 0.7 | 6 | -6 | -4 | -0.1 | -2 | -19 | -15
- Cc1ccc(C(=O)Nc2ccccc2[N+](=O)[O-])cc1S(=O)(=O)N1CCOCC1
  -13 | 5.1 | 9 | 22 | -14 | 4.7 | -3 | -15 | 23
- COC(=O)c1cc(C#N)c(NCc2ccc(Cl)cc2Cl)nc1C
  1 | 0.6 | 16 | -28 | -12 | 2.0 | 1 | -7 | -11
- CCN(CC)S(=O)(=O)c1cc(OCC(N)=O)c(C)cc1Cl
  -2 | 1.3 | 6 | -3 | -8 | -0.3 | -6 | -10 | -4

Continued.
Each structure is followed by: CHRM1 PAM | V1aR counter | TAAR1 agonist | CHRM1 antagonist | OXTR potentiator | OXTR agonist | CHRM1 agonist | CHO parental Ca | TAAR1 antag
- CC1(C(=O)CSc2ncn[nH]2)CCC(=O)O1 (stereo not drawn)
  nt | 1.2 | nt | nt | 1 | 0.7 | nt | 3 | nt
- CCOC(=O)c1c(NC(=O)C[n+]2ccccc2)sc2c1CCCC2
  4 | -0.8 | 0 | -6 | -15 | 0.9 | -8 | 3 | -4
- CCc1ccc(NCCC(=O)c2ccc(Br)cc2)cc1
  5 | 0.0 | nt | -10 | -8 | -0.5 | -7 | -6 | nt
- CC1(C)OC(=O)N(NCc2ccccc2)C1(C)O (stereo not drawn)
  7 | 0.9 | -1 | -7 | -3 | 0.7 | -1 | -4 | -5
- CCN(CC)S(=O)(=O)c1cc(C(=O)O)ccc1OC
  5 | 0.9 | 2 | -7 | -10 | 0.5 | -3 | -4 | -27
- C=CCNC(=S)Nc1ccc(Cl)cc1
  -8 | 0.9 | 2 | 4 | -6 | 0.3 | -4 | -1 | 1
- CCSc1nnc(NC(=O)C(C(F)(F)F)C(F)(F)F)s1
  5 | 0.4 | 0 | -10 | -17 | 0.1 | -4 | -1 | 2
- CCC1(c2ccccc2)NC(=S)N(c2cccc(C)c2C)N1 (stereo not drawn)
  0 | -0.2 | -1 | 0 | -11 | -0.8 | 0 | -9 | -4
- COc1ccc(OC)c(NC(=O)C2CCCN(S(=O)(=O)c3c(C)nn(C)c3C)C2)c1 (stereo not drawn)
  9 | 0.3 | 0 | -14 | 1 | -0.3 | -2 | -24 | -9
- Cc1c(N2CCCC2)cc2c(c1NC(=O)c1ccccc1Cl)C(C)(C)CC2(C)C
  4 | -0.1 | -2 | -2 | -15 | -2.4 | 0 | -6 | -11
- CCCCCOC(=O)c1ccc(NC(=O)c2cccc(NC(=O)c3ccccc3C(=O)O)c2)cc1
  5 | 0.8 | -1 | -7 | -14 | 1.5 | -2 | -6 | 7
- CC(=O)Nc1ccc(S(=O)(=O)Nc2cccc(S(=O)(=O)N(C)c3ccccc3)c2)cc1
  -8 | nt | 1 | 11 | nt | nt | -6 | nt | 17
- COc1cccc(CN=c2c([N+](=O)[O-])nn(-c3ccccc3C)n2O)c1
  8 | 0.7 | 2 | 4 | -7 | -0.1 | 0 | -6 | -6
- Cc1cccc(-n2nnc(C(=O)NCc3ccccn3)c2N)c1
  8 | -0.6 | 5 | -12 | -5 | 2.3 | -2 | 0 | -7
- CN1CCN(C2=Cc3cc(Cl)ccc3Sc3cc(F)ccc32)CC1
  -25 | 8.4 | 67* | 82* | -4 | 9.6 | -5 | 9 | 39
- COc1ccc(C2/C(=C(/O)c3ccccc3)C(=O)C(=O)N2c2ccccn2)cc1 (stereo not drawn)
  2 | 0.7 | 8 | -2 | -7 | -1.1 | -2 | 1 | -9
- Cn1cnnc1SCC(=O)Nc1ccc2c(c1)CCC2
  8 | 0.0 | 6 | -6 | -1 | -0.1 | -8 | -6 | 7
- COc1cc(/C=C2/C(=O)NN(c3ccc(F)cc3)C2=O)cc([N+](=O)[O-])c1O
  9 | -1.1 | 1 | -6 | -7 | -0.4 | -2 | -12 | -26
- CCOC(=O)c1cnc(SCC(=O)OCC(=O)NC2CCS(=O)(=O)C2)nc1N (stereo not drawn)
  21 | -0.3 | 0 | -17 | -2 | 0.2 | 3 | -12 | -7
- CCOc1ccc(CNS(=O)(=O)c2c(C)nc3scc(C)n3c2=O)cc1OC
  3 | 1.0 | 0 | -4 | -3 | -0.4 | -6 | 0 | 12
- CC1(c2nnc(Cc3ccccc3)o2)CC(c2ccc(OC(F)(F)F)cc2)=NO1 (stereo not drawn)
  -13 | 7.1 | 5 | 12 | -14 | 5.2 | -1 | 2 | 10
- CCCNC(=O)c1ccccc1NC(=O)COc1ccc(OC)cc1
  -4 | -0.1 | 13 | -5 | -7 | 0.0 | -2 | -8 | 10
- O=C(O)c1cccc(S(=O)(=O)N2CCCC(c3nc4c(nnn4Cc4ccccc4Cl)c(=O)[nH]3)C2)c1 (stereo not drawn)
  6 | 0.0 | -3 | -3 | -5 | -0.3 | -5 | -10 | 11
- O=C(Cc1cccs1)N(c1ccc(Cl)cc1)C1C=CS(=O)(=O)C1 (stereo not drawn)
  4 | 0.3 | 10 | -17 | -2 | 1.4 | -4 | -21 | -18
- CC(C)C(=O)Nc1nnc(SCC(=O)Nc2ccc3c(c2)OCCO3)s1
  18 | 1.5 | 1 | -18 | -8 | 0.9 | 0 | -10 | 4

Gathered by group, the entries above containing a CF3 group.
Each structure is followed by: CHRM1 PAM | V1aR counter | TAAR1 agonist | CHRM1 antagonist | OXTR potentiator | OXTR agonist | CHRM1 agonist | CHO parental Ca | TAAR1 antag
- CCSc1nnc(NC(=O)C(C(F)(F)F)C(F)(F)F)s1
  5 | 0.4 | 0 | -10 | -17 | 0.1 | -4 | -1 | 2
- CC1(c2nnc(Cc3ccccc3)o2)CC(c2ccc(OC(F)(F)F)cc2)=NO1 (stereo not drawn)
  -13 | 7.1 | 5 | 12 | -14 | 5.2 | -1 | 2 | 10

Compound activity (PubChem BioAssay)
